Screening data (PubChem BioAssay)
CYP2C9 act = human CYP2C9 activators, primary screen, biochemical, luminescence. Cytochrome P450 2C9 (Homo sapiens), P11712. recombinant CYP2C9, luciferin-H conversion; hits give high values; factor 1 = untreated enzyme, 0 = blocked. activation factor at 5 µM. actives 1.4% (n = 96,000);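 active = activation factor of 2 or more for CYP2C9 at a 5 µM dose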;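 also: 0 = sulfaphenazole-blocked wells and 1 = vehicle-only wells; values of inactives mirror those of a sister screen read the other way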
CYP2C19 inhib = blockers of cytochrome P450 2C19 activity – biochemical, luminescence, ADME assay, primary screen; P33261; CYP2C19 Supersomes, luciferin-H EGE luminescence, 30 min; inhibition, % at 5 µM; actives 21% (n = 96,000); AID 778, 2007;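 active = CYP2C19 inhibition above a set limit at 5 µM in the primary screen, cut at about 50% in these data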;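 also: plate controls were negative control wells for no effect and 2.5 mM tranylcypromine positive control for full effect; values of inactives mirror those of a sister screen read the other way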
CYP2C9 inh = blockers of cytochrome P450 2C9 activity – biochemical, luminescence, ADME assay, primary screen; CYP2C9 Supersomes, luciferin-H conversion; inhibition, % at 5 µM; actives 20% (n = 96,000); AID 777, 2007;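 active = blocking of liver enzyme CYP2C9 beyond about 50% at 5 µM, limit read from the data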; also: values of inactives mirror those of a sister screen read the other way
EphB4 antag = EphB4-ephrin-B2 interaction antagonists, primary screen, biochemical, TNYL-RAW peptide probe, fluorescence polarization | Ephrin type-B receptor 4 (Homo sapiens), P54760 | EphB4 LBD / TNYL-RAW-Alexa532 peptide | inhibition, % at 7 µM | actives 0.15% (n = 97,000) | AID 720, 2007;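 active = inhibition above the screen-wide mean inhibition plus 3 SD, cut at about 15% in these data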;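 also: 0% = DMSO wells and 100% = excess unlabeled TNYL-RAW peptide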
Target sequence (P54760 whole entry, looked up, the tested form may be a part): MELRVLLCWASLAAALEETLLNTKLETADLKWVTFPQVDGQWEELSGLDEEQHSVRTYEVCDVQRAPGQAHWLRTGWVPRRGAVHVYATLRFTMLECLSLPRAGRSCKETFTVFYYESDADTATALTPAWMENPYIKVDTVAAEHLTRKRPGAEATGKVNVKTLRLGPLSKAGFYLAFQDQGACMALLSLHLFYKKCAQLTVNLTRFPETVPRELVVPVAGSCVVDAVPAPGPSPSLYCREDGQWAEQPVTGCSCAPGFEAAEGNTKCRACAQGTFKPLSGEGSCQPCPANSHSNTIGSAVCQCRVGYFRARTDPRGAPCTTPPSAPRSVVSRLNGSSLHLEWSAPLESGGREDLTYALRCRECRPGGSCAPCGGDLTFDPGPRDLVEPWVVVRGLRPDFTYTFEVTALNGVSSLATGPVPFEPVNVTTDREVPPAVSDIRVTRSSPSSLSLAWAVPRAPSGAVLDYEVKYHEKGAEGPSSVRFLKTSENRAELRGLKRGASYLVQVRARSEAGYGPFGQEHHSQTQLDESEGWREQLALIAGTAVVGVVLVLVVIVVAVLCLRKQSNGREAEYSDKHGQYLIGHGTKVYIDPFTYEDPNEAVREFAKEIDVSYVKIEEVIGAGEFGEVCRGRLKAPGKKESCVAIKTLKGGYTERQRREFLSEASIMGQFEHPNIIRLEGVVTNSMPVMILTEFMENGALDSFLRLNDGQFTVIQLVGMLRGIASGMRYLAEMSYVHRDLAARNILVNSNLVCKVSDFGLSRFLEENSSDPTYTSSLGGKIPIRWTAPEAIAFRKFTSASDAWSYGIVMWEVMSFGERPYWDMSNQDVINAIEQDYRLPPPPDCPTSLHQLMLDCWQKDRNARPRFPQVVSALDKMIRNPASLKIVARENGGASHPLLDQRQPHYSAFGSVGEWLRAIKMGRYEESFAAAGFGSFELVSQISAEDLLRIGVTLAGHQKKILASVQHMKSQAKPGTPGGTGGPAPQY
PLK1 kinase inh = human PLK1 kinase inhibitors, primary screen, biochemical, TR-FRET. Serine/threonine-protein kinase PLK1 (Homo sapiens), P53350. recombinant PLK1 kinase, TR-FRET peptide phosphorylation. inhibition, % at 10 µM. actives 0.53% (n = 97,000). AID 619, 2007;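 active = inhibition of 50% or more in the single-concentration screen; inactive = inhibition below 50%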;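 also: 0% = DMSO max control and 100% = H-89 dihydrochloride min control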
CYP2C19 act = human CYP2C19 activators, primary screen, biochemical, luminescence; recombinant CYP2C19, luciferin-H EGE luminescence; hits give high values; 0 = fully inhibited enzyme, 1 = untreated enzyme; activation factor at 5 µM; 96,000 tested, under 10 active;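 active = activation factor of at least 2 at 5 µM in the primary screen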;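 also: 0 = wells with 2.5 mM tranylcypromine and 1 = vehicle-only wells; values of inactives mirror those of a sister screen read the other way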
Plk1 PBD FP = Plk1 polo box domain binding inhibitors, primary screen, biochemical, fluorescence polarization. Serine/threonine-protein kinase PLK1 (Homo sapiens), P53350. Plk1 PBD phosphopeptide binding. inhibition, %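 (tested at about 20 µM)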. actives 0.13% (n = 97,000). AID 693, 2007; in the data active = inhibition above about 34%, passing the limit was not always enough
HIV Rev-RRE inh = HIV-1 Rev-RRE binding inhibitors, primary screen, biochemical, FRET, protein-RNA interaction | P05866 | Rev peptide-RRE RNA binding | inhibition, % at 8 µM | actives 0.79% (n = 97,000);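 active = inhibition above the screen-wide mean plus 3 SD, cut at about 35% in these data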;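 also: 0% = median DMSO wells and 100% = median Neomycin B control wells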
Target sequence (P05866 whole entry, looked up): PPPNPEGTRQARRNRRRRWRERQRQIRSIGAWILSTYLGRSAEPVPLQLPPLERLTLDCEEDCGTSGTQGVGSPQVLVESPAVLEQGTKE
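Assay system: Rev peptide and RRE RNA, both fluorescently labelled; times: 5 min preincubation and 15 min binding, 25 °C; detection: FRET, ex 480 nm, em 540 and 671 nm; read-out basis: % inhibition from 671/540 nm acceptor-to-donor ratio, scaled between controls; benchmarks: DMSO low control, neomycin B high control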
PLAP act = PLAP enzyme activators, biochemical, luminescence, HTS. Alkaline phosphatase, placental type (Homo sapiens), P05187. purified PLAP enzyme, luminescent substrate read-out; hits give high values. activation fold at 20 µM. actives 1.2% (n = 96,000). AID 696, 2007; in the data active = activation fold above about 2
Starred values were filed as active, the others as inactive; nt = not tested or not shown. Outcome played no part in choosing rows; any-hit rate near 29%.

SMILES	CYP2C9 act	CYP2C19 inhib	CYP2C9 inh	EphB4 antag	PLK1 kinase inh	CYP2C19 act	Plk1 PBD FP	HIV Rev-RRE inh	PLAP act
CCOC(=O)C1=C(C)Nc2nnnn2C1c1ccccc1Cl (stereo unspecified)	nt	nt	nt	-6	-11	nt	10	5	nt
O=C(c1ccccc1)C1CN(c2ccccc2)CC1c1ccc(Cl)cc1 (stereo unspecified)	0.8	0	18	-8	-9	1	4	4	0.9
CCCNC(=O)COc1ncnc2sc(C)c(C)c12	1.3	0	-33	3	28	1	-3	8	0.8
O=C(Nc1nncs1)C1COc2ccccc2O1 (stereo unspecified)	0.7	3	28	5	-3	1	4	4	0.9
Cc1nnc(N(CCC#N)CCC#N)s1	0.9	5	10	-5	-6	0.9	-1	3	0.9
CCOc1cc(S(=O)(=O)N(CC)CC)ccc1F	2.3*	95*	-132	1	1	0.1	-26	5	0.9
Cc1ccccc1C(=O)Nc1ccc2nc3n(c(=O)c2c1)CCC3	1	-14	-4	-2	-12	1.1	6	2	0.9
CCOC(=O)c1sc(C)c(C(=O)NC2CCCCC2)c1N	2.3*	7	-132	-6	-7	0.9	7	-6	1.1
CN(c1cccc(NC(=O)CCSc2ccccc2)c1)S(C)(=O)=O	0.3	78*	68*	-7	-9	0.2	-16	3	0.9
CCOC(=O)c1[nH]c2ccccc2c1NC(=O)CC(C)(C)C	0.8	19	25	2	-3	0.8	-6	4	1.1
COc1ccccc1CC(=O)Nc1ccc(O)cc1C(=O)O	1	-6	2	0	-4	1.1	4	4	1
O=c1c2c3c(sc2nc2sc(C4CC4)nn12)CCCC3	0.9	32	13	5	-7	0.7	9	1	1
O=C(c1ccccc1)c1c[nH]c(C(=O)NCc2cccnc2)c1	0.6	34	39	-1	-7	0.7	6	5	0.9
CC(C)(C)c1nc2ccccc2c2nnc(SCC(=O)NCc3ccco3)n12	0.7	30	35	5	-9	0.7	9	4	1.7
CC1=Nn2c(nnc2-c2cc(-c3ccccc3)n[nH]2)SC1	nt	nt	nt	6	-5	nt	16	12	nt
COC(=O)[C@H](CC(C)C)NC(=O)N1CCN(c2cccc(C(F)(F)F)c2)CC1	1.6	20	-61	-1	-8	0.8	22	1	1.4
NC(=O)C1CCN(C(=S)c2cccs2)CC1	1	23	3	-2	-10	0.8	10	4	0.8
CC12CC(NC(=O)N1c1ccc(C(=O)N3CCN(c4ccc(F)cc4)CC3)cc1)c1ccccc1O2 (stereo unspecified)	0.9	29	10	-4	-11	0.7	11	-2	1.4
NC(=O)C1CCN(C(=O)c2ccco2)CC1	nt	nt	nt	6	-14	nt	2	2	nt
Clc1ccc(CSc2ncccn2)cc1	1.1	12	-7	1	-5	0.9	6	7	1.1
COc1cccc(Oc2cncnc2-c2ccc(OC)cc2O)c1	0	98*	99*	1	1	0	9	10	1.2
CN1C(=O)NC(c2ccccc2)C2=C1CN(Cc1ccccc1)C2=O (stereo unspecified)	nt	nt	nt	1	-2	nt	31	6	nt
O=C(O)CSC1CC(=O)N(c2ccc(Cl)cc2)C1=O (stereo unspecified)	1	2	-3	nt	nt	1	nt	nt	0.9
COc1ccc(Cl)cc1N1C(=O)C2CCCN2C1c1ccccc1F (stereo unspecified)	1.2	39	-21	-5	21	0.6	-13	2	0.9
C=CCn1c(=O)c2ccccc2n2c(SCc3nc(N)nc(Nc4ccccc4C)n3)nnc12	0.7	20	32	-1	-5	0.8	-15	12	1.4

Next section
SMILES	CYP2C9 act	CYP2C19 inhib	CYP2C9 inh	EphB4 antag	PLK1 kinase inh	CYP2C19 act	Plk1 PBD FP	HIV Rev-RRE inh	PLAP act
COc1ccc(CCNC(=O)/C=C/c2ccc(C)cc2)cc1OC	1.4	30	-43	-8	-11	0.7	-36	2	1
O=C(Nc1ccc(Br)cn1)c1ccc2nccnc2c1	nt	nt	nt	6	-9	nt	7	18	nt
CC1=Nn2c(nc(-c3ccccc3)c2-c2ccccc2)NC(=O)C1Br (stereo unspecified)	1	11	-5	-1	-4	0.9	-15	3	1.9
CCOC(=O)c1c(C)[nH]c(O)c1C=Nc1ccc(Cl)cc1	1	-6	4	1	-13	1.1	14	10	1.2
O=C(NC1CCCCC1)n1c(=O)oc2ccccc21	1	4	3	8	0	1	-8	6	0.8
CN(Cc1ccccc1)c1nc2c(c(=O)[nH]c(=O)n2C)n1C	nt	nt	nt	3	7	nt	-12	11	nt
CCCCOc1ccccc1NC(=O)CSc1nnnn1C(C)(C)C	0.3	56*	74*	-2	-8	0.4	-21	6	1
COc1cc(OC)cc(-c2nc3cc(C)ccc3o2)c1	0.9	10	12	3	-2	0.9	-19	16	1
CCCN(CCC)S(=O)(=O)c1ccc(NS(=O)(=O)c2ccc(F)cc2)cc1	0.1	46	92*	1	-5	0.5	-14	4	1.3
OC1CN=C2CCCc3c2n(c2ccc(Cl)cc32)C1 (stereo unspecified)	0.8	-6	18	-1	-4	1.1	7	10	0.8
Cc1nc2c(sc3nc4c(cc32)COC(C)(C)C4)c(=O)n1Cc1ccccc1	0.6	28	40	-9	-1	0.7	-5	13	1
CC(NS(=O)(=O)c1ccccc1)C(=O)NCc1ccco1 (stereo unspecified)	1	44	3	-1	-35	0.6	9	7	1.4
Cc1oc(-c2ccccc2F)nc1CS(=O)(=O)CC(=O)N1CCN(c2ccccc2)CC1	0.4	60*	65*	5	5	0.4	-30	7	1.4
CCC(C)(C)n1nnnc1C(c1ccccc1)N1CCN(C2CCCC2)CC1 (stereo unspecified)	nt	nt	nt	8	-8	nt	0	1	nt
CCOC(=O)N1CCN(C(=O)C2CCN(S(=O)(=O)c3ccc(C)cc3)CC2)CC1	1.4	10	-35	-9	-1	0.9	6	4	1.7
Cc1cc(NC(=O)c2cccc(S(=O)(=O)N3CCOCC3)c2)no1	1	9	3	-3	3	0.9	-8	7	0.9
COc1ccc(N2CCSC2C(=O)NN)cc1 (stereo unspecified)	nt	nt	nt	1	-12	nt	3	4	nt
O=C(CCN1CCN(CC(=O)Nc2ccccc2Cl)CC1)Nc1ccccc1F	0.6	77*	43	0	2	0.2	-11	1	1.3
Cc1ccc(SCC(=O)Nc2ccc(N3CCN(C)CC3)c(F)c2)cc1	1.1	3	-12	3	-15	1	0	3	1.2
CN(C)CCNC(=O)COc1cccc(Cl)c1	0.4	72*	56*	nt	nt	0.3	nt	nt	0.8
Cc1ccccc1Cn1cnc2c(cnn2C(C)(C)C)c1=O	0.7	68*	27	-8	0	0.3	-4	1	1
O=C(c1cc2sccc2n1Cc1ccc(F)cc1)N1CCCc2ccccc21	nt	nt	nt	2	-5	nt	3	22	nt
CCn1c(SCC(=O)N2c3ccccc3Sc3ccc(Cl)cc32)nc2c1c(=O)n(C)c(=O)n2C	nt	nt	nt	1	-9	nt	-5	6	nt
COc1ccc(Cl)cc1-c1n[nH]c(=S)o1	1.1	-4	-7	-6	-11	1	0	5	1.2
COc1cc(NC(=O)c2nccnc2C(=O)O)cc(OC)c1	1	6	-1	2	-10	0.9	-3	10	0.9

Entries shown so far that contain a furan ring, fused or not (three):
SMILES	CYP2C9 act	CYP2C19 inhib	CYP2C9 inh	EphB4 antag	PLK1 kinase inh	CYP2C19 act	Plk1 PBD FP	HIV Rev-RRE inh	PLAP act
CC(C)(C)c1nc2ccccc2c2nnc(SCC(=O)NCc3ccco3)n12	0.7	30	35	5	-9	0.7	9	4	1.7
NC(=O)C1CCN(C(=O)c2ccco2)CC1	nt	nt	nt	6	-14	nt	2	2	nt
CC(NS(=O)(=O)c1ccccc1)C(=O)NCc1ccco1 (stereo unspecified)	1	44	3	-1	-35	0.6	9	7	1.4

A draw from above in order of SMILES length, lowest first.
SMILES	CYP2C9 act	CYP2C19 inhib	CYP2C9 inh	EphB4 antag	PLK1 kinase inh	CYP2C19 act	Plk1 PBD FP	HIV Rev-RRE inh	PLAP act
CCOC(=O)c1c(C)[nH]c(O)c1C=Nc1ccc(Cl)cc1	1	-6	4	1	-13	1.1	14	10	1.2
CCCN(CCC)S(=O)(=O)c1ccc(NS(=O)(=O)c2ccc(F)cc2)cc1	0.1	46	92*	1	-5	0.5	-14	4	1.3
CCOC(=O)N1CCN(C(=O)C2CCN(S(=O)(=O)c3ccc(C)cc3)CC2)CC1	1.4	10	-35	-9	-1	0.9	6	4	1.7

Additional results
SMILES	CYP2C9 act	CYP2C19 inhib	CYP2C9 inh	EphB4 antag	PLK1 kinase inh	CYP2C19 act	Plk1 PBD FP	HIV Rev-RRE inh	PLAP act
CC(C)C1Oc2ccccc2N(CC(=O)N(Cc2ccncc2)Cc2ccco2)C1=O (stereo unspecified)	nt	nt	nt	5	-14	nt	9	4	nt
COc1ccc(OC)c(-n2cc3c(=O)n(C)c(=O)n(C)c3c2)c1	0.2	39	79*	-3	-18	0.6	11	5	1.1
Cc1n[nH]c(=S)n1/N=C/c1ccccc1OCc1ccc(Cl)cc1	0.9	-22	11	1	-3	1.2	8	0	1
O=C(COC(=O)c1ccc(Br)o1)Nc1cccc(S(=O)(=O)N2CCCCCC2)c1	0.1	96*	92*	1	-13	0	22	15	0.8
COc1ccc(C(=O)N2CCN(S(=O)(=O)c3ccc(Cl)cc3)CC2)cc1OC	0.8	-7	20	-6	-8	1.1	6	-3	1.6
O=C(COc1ccc2ccccc2c1)N1CCN(C(=O)c2cccnc2)CC1	1	3	4	2	-10	1	-7	-1	1.2
COc1ccc(NC(=O)c2ccc(C(=O)c3cc(OC)ccc3OC)cc2)cc1	0.9	0	11	-7	-10	1	2	0	0.9
OC(CN1CCCCC1)CN(c1ccccc1)c1ccccc1 (stereo unspecified)	1.1	17	-5	1	-11	0.8	3	-3	1
Cc1ccc(N(NC(=O)C(C)(C)O)C(=O)c2ccccc2)cc1C	1	15	2	-4	-8	0.9	6	2	1
Cc1ccc(SCC(=O)N2CCCC2)cc1	1	27	3	nt	nt	0.7	nt	nt	0.9

Another view of some results above:
Below each compound – CYP2C9 act, CYP2C19 inhib, CYP2C9 inh, EphB4 antag, PLK1 kinase inh, CYP2C19 act, Plk1 PBD FP, HIV Rev-RRE inh, PLAP act
- CC(C)C1Oc2ccccc2N(CC(=O)N(Cc2ccncc2)Cc2ccco2)C1=O (stereo unspecified)
 : nt, nt, nt, 5, -14, nt, 9, 4, nt
- COc1ccc(OC)c(-n2cc3c(=O)n(C)c(=O)n(C)c3c2)c1
 : 0.2, 39, 79*, -3, -18, 0.6, 11, 5, 1.1
- Cc1n[nH]c(=S)n1/N=C/c1ccccc1OCc1ccc(Cl)cc1
 : 0.9, -22, 11, 1, -3, 1.2, 8, 0, 1
- O=C(COC(=O)c1ccc(Br)o1)Nc1cccc(S(=O)(=O)N2CCCCCC2)c1
 : 0.1, 96*, 92*, 1, -13, 0, 22, 15, 0.8
- COc1ccc(C(=O)N2CCN(S(=O)(=O)c3ccc(Cl)cc3)CC2)cc1OC
 : 0.8, -7, 20, -6, -8, 1.1, 6, -3, 1.6
- O=C(COc1ccc2ccccc2c1)N1CCN(C(=O)c2cccnc2)CC1
 : 1, 3, 4, 2, -10, 1, -7, -1, 1.2
- COc1ccc(NC(=O)c2ccc(C(=O)c3cc(OC)ccc3OC)cc2)cc1
 : 0.9, 0, 11, -7, -10, 1, 2, 0, 0.9
